# Assay outcomes deposited in PubChem by National Center for Advancing Translational Sciences (NCATS).
# GAA inhib – blocks human lysosomal alpha-glucosidase | purified human GAA, 4-MU-alpha-glucoside fluorescence | Potency, µM (doses to about 76.9 µM), without a hit: at the top dose activity change, negative = inhibition, hits mostly inhibitors | 200,000 tested, 0.005% active | AID 1466;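 note: plate controls were uninhibited enzyme wells for no effect and no-enzyme background for full effect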
#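 Human enzyme at 4 nM with 400 uM 4-methylumbelliferyl-alpha-D-pyranoside, citrate/phosphate buffer pH 5.0, 0.005% Tween-20, 20 min at room temperature. Compounds up to 77 uM. 4-MU fluorescence (Ex 365/Em 440) read after NaOH/glycine stop; AC50 from Hill fit.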
# GAA glycogen – inhibitors or activators of human alpha-glucosidase glycogen cleavage. P10253. Potency, µM (highest dose often 76.4 µM), inactives show at the top dose activity change, negative = inhibition, most hits filed as inhibitors. recombinant GAA, glycogen substrate, Amplex Red glucose oxidase fluorescence. 300,000 tested, 0.38% active. AID 2100;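 note: 0% = full enzyme reaction and -100% = no-enzyme basal signal; the screen sought inhibitors and activators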
#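 qHTS, 1536-well; enzyme 4 nM final; cpd up to 77 uM; substrate bovine liver glycogen 30 ug; 50 mM citrate/phosphate pH 5.0, 0.01% Tween-20; 37 C, 40 min; Amplex Red detection 45 min RT; Hill fit → AC50.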
# NPSR antag – blocks cAMP signaling of the human neuropeptide S receptor. Q6W5P4. 220,000 tested, 1% active. Potency, µM (series often up to 38.3 µM), for inactives: top-dose activity change, negative = inhibition, usual class: inhibitors. CHO-NPSR cells, cAMP TR-FRET, antagonist mode; note: % is set by controls: 0 for no effect and ±100 for the full control effect; nearly all actives have a fitted effect of over 50% in size; many of its hits are not listed in these tables
# ALDH1A1 block – blocks purified human ALDH1A1 activity; P00352; Purified ALDH1A1, NADH fluorescence, propionaldehyde substrate; Potency, µM (series often up to 75.3 µM), for the others: at the highest dose activity, negative = inhibition, usual class: inhibitors; 220,000 tested, 7.3% active; active = well fitted inhibition curve with a large enough effect, not every such curve was filed as active; inconclusive = small, poorly fitted or top-dose-only effect, or another doubt; inactive = no such curve, though single readings can be large or run the other way;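 note: plate controls were no enzyme wells and a reference inhibitor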
# Target sequence (P00352 whole entry, looked up): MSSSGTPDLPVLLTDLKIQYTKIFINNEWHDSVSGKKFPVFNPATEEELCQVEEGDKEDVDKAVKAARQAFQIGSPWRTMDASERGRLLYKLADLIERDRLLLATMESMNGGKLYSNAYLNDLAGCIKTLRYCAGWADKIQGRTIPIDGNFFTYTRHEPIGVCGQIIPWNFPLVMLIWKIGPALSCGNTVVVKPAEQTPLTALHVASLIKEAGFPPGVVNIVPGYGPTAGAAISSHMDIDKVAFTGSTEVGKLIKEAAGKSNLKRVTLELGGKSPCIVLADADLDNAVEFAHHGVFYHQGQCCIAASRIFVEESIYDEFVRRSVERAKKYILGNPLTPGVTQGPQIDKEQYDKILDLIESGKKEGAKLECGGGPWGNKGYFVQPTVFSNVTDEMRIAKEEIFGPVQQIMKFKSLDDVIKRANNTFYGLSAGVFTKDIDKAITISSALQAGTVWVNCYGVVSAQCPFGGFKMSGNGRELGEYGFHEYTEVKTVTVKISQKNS
# aGlu spleen mod – lysosomal alpha-glucosidase (human) modulation; P10253; human spleen homogenate, 4-MU-alpha-glucoside fluorescence; Potency, µM (series often up to 79.9 µM), for inactives: top-dose activity change, negative = inhibition, hits mostly inhibitors; 240,000 tested, 0.006% active;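 note: 0% = enzyme with vehicle and -100% = no enzyme basal signal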
#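 Compounds were titrated against alpha-glucosidase in spleen homogenate at pH 5.0, with 1 mM 4-methylumbelliferyl substrate for 40 min at 37 C. Reactions were quenched with pH 10 NaOH/glycine and fluorescence measured.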
# Tau fluor counter – counter-screen for tau fibril formation inhibitors; 280,000 tested, 0.93% active; AID 1463; tau K18 P301L (four-repeat tau fragment) Alexa594 fluorescence, heparin fibrillization; Potency, µM (highest dose often 57.7 µM), inactives show at the highest dose activity change, negative = decrease; note: % is set by controls: 0 for no effect and ±100 for the full control effect; nearly all actives have a fitted effect of over 55% in size
#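 Human K18 P301L tau (15 uM unlabeled plus 0.24 uM Alexa 594-labeled, final) in 100 mM sodium acetate pH 7 was mixed with compound and 20 uM heparin and incubated 6 hr at 37 C.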
# Epigenetic reg – regulators of epigenetic silencing causing reporter derepression in mouse cells; 280,000 tested, 0.2% active; murine LDR cells, GFP reporter derepression, 30 h; Potency, µM (highest dose often 53.9 µM), inactives show at the highest dose GFP activation, most hits filed as activators; note: % of control where 0% means no effect; nearly all actives have a fitted effect of over 60% in size
#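 In this reporter-derepression format, murine cells bearing a silenced integrated CMV-GFP locus incubate with test compound (30 h, 37 C), then are washed and imaged; fluorescent objects of 20–120 um count as induced cells.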
# GLA spleen mod – inhibitors or activators of human alpha-galactosidase in spleen homogenate; P06280; human spleen homogenate, 4MU-alpha-Gal fluorescence, 40 min; Potency, µM (series often up to 80 µM), without a hit: at the highest dose activity change, negative = inhibition, actives largely listed as inhibitors; 240,000 tested, 0.008% active; AID 2107;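 note: 0% = enzyme with vehicle and -100% = no enzyme basal signal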
# Target sequence (P06280 32-429 limits assumed): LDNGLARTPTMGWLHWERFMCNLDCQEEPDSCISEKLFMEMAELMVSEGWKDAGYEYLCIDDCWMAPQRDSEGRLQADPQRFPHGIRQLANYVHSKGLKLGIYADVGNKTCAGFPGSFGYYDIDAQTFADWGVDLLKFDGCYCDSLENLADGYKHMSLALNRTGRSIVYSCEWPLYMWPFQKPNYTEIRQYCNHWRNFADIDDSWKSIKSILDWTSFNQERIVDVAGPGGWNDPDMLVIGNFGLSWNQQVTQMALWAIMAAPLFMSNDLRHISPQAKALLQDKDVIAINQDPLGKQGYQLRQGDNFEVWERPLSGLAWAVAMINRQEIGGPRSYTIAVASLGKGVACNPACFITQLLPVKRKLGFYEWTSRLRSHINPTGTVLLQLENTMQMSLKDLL
#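 Inhibition or activation of alpha-galactosidase in human spleen homogenate is scored by 4-MU fluorescence after 40 min at 37C, pH 5.0, with 1 mM substrate. AC50s come from concentration-response fitted to the Hill equation.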
# An asterisk follows results filed as active; ? = inconclusive; / = no result given; & = joins results of further samples; [ ] = dose if it differs, or a comment. Unless noted, calls come from the whole dose curve; as a rule, active = well fitted curve in the direction sought with a large enough effect; inconclusive = small, poorly fitted or top-dose-only effect, or another doubt; inactive = no such curve, though single readings can be large; an effect the other way counts as inactive or inconclusive. Potency is the fitted concentration of half-maximal effect. Some of the compounds tested (hit frequency here may not be typical).
# Second line of a record: GAA inhib, GAA glycogen, NPSR antag, ALDH1A1 block, aGlu spleen mod, Tau fluor counter, Epigenetic reg, GLA spleen mod
Cc1ccc(C)c(S(=O)(=O)NCc2ccc(C(=O)N3CC(C)OC(C)C3)cc2)c1 (configuration not stated)
→ -6%, 9%, -28%, 1%, -4%, -7%, -1.0%, -4%
CS(=O)(=O)N1CCN(c2ccccc2NC(=O)c2ccc(Br)o2)CC1
→ -5%, -11%, -17%[46.1 µM], 3.2µM*, 2%, -7%, -1.1%, -10%
CCn1c(SCC(=O)NCc2ccco2)nnc1C(C)C
→ 0%, 2%, -19%[46.1 µM], 4µM*, 2%, -5%, -5.9%, -4%
Cc1onc(-c2c(F)cccc2Cl)c1C(=O)NCc1ccccn1
→ -3%, -10%, -13%[46.1 µM], -10%, -2%, 8%, -1.2%, -1%
O=C(Cn1c(-c2ccccc2)c[n+]2ccsc12)c1ccc(Br)cc1
→ 1%, -8%, -4%, 12%, -12%, -1%, -5.1%, -8%
CN(C)/C=C1\C(=O)Nc2ccccc21
→ -7%, 6%, -18%[46.1 µM], -5%, -3%, -5%, 0.0%, -9%
COc1ccc(C(=O)/C(=C\c2ccco2)N2C=CC=CC2=C(C#N)C#N)cc1
→ 2%, 3%, -26%[46.1 µM], ?, 4%, ?, 1.1%, 4%
CCNC(=O)NC(=O)C(C)OC(=O)CNS(=O)(=O)c1c(Cl)cc(Br)cc1Cl (configuration not stated)
→ -6%, 2%, 3%, -3%, -2%, -5%, 0.6%, 2%
CCOc1ccc(C(=O)Nc2ccc(Cl)cn2)cc1Cl
→ -2%, -2%, -28%[46.1 µM], 0%, -6%, -19%, 3.4%, 9%
COC(=O)C1=C(C)Nc2ncnn2C1c1ccc(C)o1 (configuration not stated)
→ 4%, 0%, 19%, 3%, -7%, -2%, -1.0%, -1%
Cc1cccc(OCC(=O)N/N=C/c2cccn2C)c1
→ /, -9%, 4%, /, 4%, -6%, 1.1%, 4%
Cc1cc(NN)nc(NS(=O)(=O)c2ccccc2)n1
→ 13%, ?, -24%, 1%, 0%, 0%, -1.1%, 4%
COc1ccc(O)c(C=Nc2cc(NC(C)=O)c(Cl)cc2Cl)c1
→ -8%, -4%, -5%, 23%, 1%, 5%, -0.6%, 3%
CCOC(=O)C1(Cc2cccc(OC)c2)CCN(Cc2ccc(OC)c(OC)c2)CC1
→ -8%, -7%, -9%, -1%, -15%, 0%, -2.0%, -16%
O=C(NNC(=O)c1cnccn1)c1ccc(Cl)cc1
→ /, 2%, 6%, /, -5%, 19%, -0.9%, -7%
O=C1N(Cc2cccnc2)C[C@@H]2C[C@@H](c3cccc(Oc4ccccc4)c3)N3CCC[C@@]123
→ /, 3%, -13%, /, 8%, 0%, 2.1%, 4%
COc1ccc(N(CC(=O)Nc2ccc3c(c2)OCCO3)S(=O)(=O)c2cccnc2)cc1
→ 0%, -1%, -1%[46.1 µM], 14µM*, -5%, -23%, -0.8%, 6%
O=[N+]([O-])c1ccc([C@H](O)[C@H](CO)N=Cc2ccccc2O)cc1
→ -2%, -2%, -9%[46.1 µM], 9%, -1%, -1%, 0.8%, -7%
O=C(c1cccc(C(=O)N(c2ccccn2)C2CCCCC2)c1)N(c1ccccn1)C1CCCCC1
→ -3%, 12%, -18%, ?, -1%, -1%, -2.2%, 9%
CC1CN(C(=O)CN2C(=O)c3ccccc3S2(=O)=O)CC(C)O1 (configuration not stated)
→ 0%, -1%, -14%[46.1 µM], 4%, -2%, 5%, ?, 6%
Cc1ccc(N2C(=O)[C@@H]3[C@H](C2=O)[C@H]2C=CC=NN2[C@@H]3C(=O)Nc2ccccc2)cc1
→ ?, 1%, 7%, 25µM*, 4%, 1%, -0.3%, 7%
Cc1nc(NC(=O)/C=C/c2ccc(C(C)(C)C)cc2)sc1C(=O)N(C)C
→ -10%, 3%, -25%, -2%, 2%, -27%, 3.4%, -17%
COC(=O)C1CCN(C(=O)c2sc3nc(-c4ccccc4)cn3c2C)CC1
→ -6%, 4%, -10%[46.1 µM], 1%, -2%, -11%, -0.2%, -3%
COCCN(Cc1cc2cc(C)ccc2n2nnnc12)C(=S)Nc1ccc(C)cc1
→ -4%, 2%, -43%, -6%, 0%, -24%, 0.1%, 0%
COc1ccc(-c2c3c([nH]c(=S)c2C#N)CCC3)cc1
→ 2%, -1%, 1µM*, 14µM*, 0%, -7%, -0.6%, 4%
CC1(C)CC(=O)C(C=NCCN2CCN(C3CC(=O)N(c4ccc(F)cc4)C3=O)CC2)=C(O)C1 (configuration not stated)
→ 14%, 19%, 16%, ?, -5%, 5%, 1.7%, -20%
CCC(CC)c1nnc(NC(=O)c2cc(C(=O)OC)cc([N+](=O)[O-])c2)s1
→ -10%, 0%, -28%, ?, -3%, -17%, -3.2%, -3%
COc1ccccc1-c1ccc(SCC(=O)N2CCOCC2)nn1
→ -6%, 4%, 4%, 7%, /, 0%, 2.0%, -4%
COc1ccc(-c2cnc3n2CCCCC3)cc1
→ /, 8%, 18%, /, -3%, -6%, 0.0%, -6%
Cc1c(Br)c([N+](=O)[O-])nn1CCCC(=O)N1CCN(c2ccccc2)CC1
→ -3%, 3%, 4%, ?, -5%, -24%, -0.9%, -8%
COc1ccccc1NS(=O)(=O)c1cc(NC(=S)NCCN2CCOCC2)ccc1N1CCOCC1
→ 1%, -2%, 1%, 25µM*, 1%, ?, 3.8%, 4%
COc1ccc(OCC(O)CN(CCO)CC(O)Cn2ccc3ccccc32)cc1 (configuration not stated)
→ -6%, -2%, 2%, -2%, 7%, -5%, 1.5%, 12%
CCC(NC(=O)CCl)c1ccc(C)cc1 (configuration not stated)
→ 7%, -1%, 12%, 8.9µM*, -23%, 0%, -4.2%, 3%
COc1ccc(CCNc2ccc(N3C(=O)CC(C)C3=O)cc2[N+](=O)[O-])cc1OC (configuration not stated)
→ -11%, -10%, 12%, ?, -9%, -25%, -0.1%, -10%
Cc1nc(SCc2ccccc2)nc2c1CCC2
→ 10%, 11%, -25%, -3%, 0%, 0%, -0.2%, -3%
N#Cc1ccc(CSc2nnc(-c3cnccn3)o2)cc1
→ 10%, -12%, -15%[46.1 µM], 1%, -6%, 2%, -1.6%, -8%
C=CCNC(=S)N/N=C/c1cccc([N+](=O)[O-])c1
→ -8%, -6%, -43%, ?, 2%, 8%, 0.0%, -5%
O=S(=O)(Nc1cccc2ncccc12)c1cccs1
→ 4%, 0%, ?, -7%, 4%, -20%, ?, 3%
CCOc1ccc(OCC)c(NC(=O)CSc2nnnn2CC)c1
→ -1%, 0%, 5%[46.1 µM], 2%, 5%, 0%, -0.8%, 4%
CCN(CCCc1ccccc1)CCCc1ccccc1
→ -10%[15.4 µM], 1%, -11%, -15%, -6%, -12%&-8%, 0.4%, 4%

# In the list so far, two have two or more sulfur atoms.
# Second line of a record: GAA inhib, GAA glycogen, NPSR antag, ALDH1A1 block, aGlu spleen mod, Tau fluor counter, Epigenetic reg, GLA spleen mod
COc1ccccc1NS(=O)(=O)c1cc(NC(=S)NCCN2CCOCC2)ccc1N1CCOCC1
→ 1%, -2%, 1%, 25µM*, 1%, ?, 3.8%, 4%
O=S(=O)(Nc1cccc2ncccc12)c1cccs1
→ 4%, 0%, ?, -7%, 4%, -20%, ?, 3%

# Single values from the results shown.
# Cc1ccc(C)c(S(=O)(=O)NCc2ccc(C(=O)N3CC(C)OC(C)C3)cc2)c1 (configuration not stated) @ Epigenetic reg = -1.0%
# CC1(C)CC(=O)C(C=NCCN2CCN(C3CC(=O)N(c4ccc(F)cc4)C3=O)CC2)=C(O)C1 (configuration not stated) @ GLA spleen mod = -20%
# COc1ccc(C(=O)/C(=C\c2ccco2)N2C=CC=CC2=C(C#N)C#N)cc1 @ Epigenetic reg = 1.1%
# Cc1cccc(OCC(=O)N/N=C/c2cccn2C)c1 @ NPSR antag = 4%

# The list goes on.
SMILES,GAA inhib,GAA glycogen,NPSR antag,ALDH1A1 block,aGlu spleen mod,Tau fluor counter,Epigenetic reg,GLA spleen mod
CCc1c(C#N)sc(C(N)=O)c1CC,/,-7%,9%,/,-5%,-2%,0.1%,1%
COc1ccc(CNC(=O)C2CCN(S(=O)(=O)c3c(C)n[nH]c3C)CC2)cc1,0%,6%,0%[46.1 µM],6%,-4%,-10%,0.0%,16%
NNC(=S)Nc1ccc(Cl)cc1,13%,-29%,5%,-4%,-13%,-17%,0.0%,1%
Cc1ccc(C)c(-n2c(-c3cccnc3)n[nH]c2=S)c1,10%,8%,-12%,?,5%,-1%,-0.7%[10.1 µM],3%
O=C(NC1CC1)c1cccc(Br)c1,-5%,9%,5%,3%,4%,3%,-0.9%,3%
COc1ccc(NC(=O)CN(c2ccccc2)S(=O)(=O)c2ccccc2)c(OC)c1,/,1%,-30%,/,-3%,/,3.1%,2%
COc1ccc(-n2nc(C(=O)O)c3ccccc3c2=O)c(OC)c1,-6%,4%,-5%[46.1 µM],21%,-2%,2%,0.0%,-12%
CCn1c(-c2ccccc2O)n[nH]c1=S,1%,2%,23%[46.1 µM],?,-3%,0%,0.0%,-5%
COc1ccc(S(=O)(=O)Nc2ccc3c(c2)OCO3)cc1Cl,-1%,-7%,0%[46.1 µM],-17%,-1%,-29%,0.0%,1%
CC1=NN(C(C#N)c2ccccc2O)C(C)(C)C1 (configuration not stated),-3%,-3%,-9%,-5%,-19%,-13%,-6.8%,2%
O=C(CSc1nnc(-c2ccccc2)n1Cc1ccco1)Nc1ccc2c(c1)OCCO2,-1%,-5%,-16%[46.1 µM],?,3%,-13%,0.0%,-1%
Cc1ccc(-c2onc3ccc(C4(C)OCCO4)cc23)cc1,-5%,-7%,-10%[46.1 µM],9%,-6%,-6%,1.5%,-15%
CSc1ccccc1NC(=O)CCc1ccccc1,11%,-11%,0%,0%,4%,-8%,-2.4%,1%
COc1ccc(OC)c(C(=O)c2ccc(C(=O)c3cc(OC)ccc3OC)cc2)c1,-13%,0%,?,-6%,1%,?,2.6%,13%
